SDO1 yeast rescue: growth rescue of sdo1-depleted yeast, primary screen, S. cerevisiae, bone marrow failure model; S. cerevisiae sdo1-depleted JHY4D growth rescue, OD600 30 h; active compounds read high; pdr5 snq2 efflux-pump mutant strain; z-score at 10 µM; 0.21% of 140,000 active;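 active = z-score above 3 at both the 24 hr and the 30 hr optical density reads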;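 note: z-score against mean and SD of all compound wells on the same plate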
Insulin prom inh: inhibitors of insulin promoter-driven GFP, primary screen, imaging, TRM-6 cells (human fetal islet line), eGFP reporter, cell count; AID 1273, 2008; 0.9% of 130,000 active; inhibition, % at 2 µM; reporter expression induced with tamoxifen;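 active = inhibition above the mean plus 3 SD, with well images judged a real hit on visual review, cut at about 60% in these data, passing the limit was not always enough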
SDO1 yeast rescue Rescue 24 h: further read-out of SDO1 yeast rescue, marked with its call; z-score; S. cerevisiae sdo1-depleted JHY4D growth rescue, OD600; measured here: growth rescue at 24 h;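 0 is the plate mean of compound wells and units are plate SD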
* = called active by the depositor; / = no result given.

Insulin prom inh	SDO1 yeast rescue Rescue 24 h	SDO1 yeast rescue	Molecule
-7	/	/	CCC(=O)Nc1ccc(C(=O)NNC(=O)c2cc([N+](=O)[O-])cc([N+](=O)[O-])c2)cc1
29	1.4	1.4	C/C(CC(=O)NCc1ccco1)=N\NC(=O)Cc1cccc2ccccc12
/	-1.3	-1.3	O=C(OCc1c(Cl)cccc1Cl)c1ccncc1
-50	0.43	-0.38	COC(=O)C(C)N(C(=O)c1ccc(C(=O)c2ccccc2)cc1)c1c(C)cccc1C (configuration not stated)
-10	0.11	0.61	CC(=O)N(c1c(C)n(C)n(-c2ccccc2)c1=O)C1(C(=O)NC2CCCCC2)CCCCC1
/	-0.18	0.81	Cc1ccccc1S(=O)(=O)Cc1ccc(C(=O)NCCCN2CCN(C)CC2)o1
5	-0.55	-0.51	CCOC(=O)c1cc(-c2ccccc2)sc1NC(=O)CN1C(=O)NC(CC)(c2ccc(F)cc2)C1=O (configuration not stated)
-54	-0.42	-0.25	CC(=O)/C(=N\Nc1ccccc1)Sc1nnc(-c2ccccc2)n1-c1ccccc1
-27	0.29	-1.1	CCn1cc([N+](=O)[O-])c(C(=O)Nc2nc(-c3ccc(C)cc3)c(C)s2)n1
-5	0.7	1.3	Cc1csc(NC(=O)c2cccc(C)c2C)n1
-21	1.1	0.73	O=C(O)C1CCCCC1C(=O)NCCCc1ccccc1 (configuration not stated)
-65	/	/	CCN(C(=O)CSc1cc(C)c2ccccc2n1)C1CCS(=O)(=O)C1 (configuration not stated)
-43	2.1	0.12	Cc1cc(C)c(NC(=O)COC(=O)CSc2ccc(Br)cc2C)c(C)c1
-52	-0.29	0.09	Cc1nnn(C23CC4CC(CC(C4)C2)C3)n1
39	/	/	CCCNC(=O)COC(=O)/C=C/c1cccc(F)c1
19	-1.6	-0.75	Cc1nc2ccccc2nc(C)c1=NOCc1ccc(Cl)cc1Cl
/	-1.3	-1.8	CC(Oc1ccccc1Br)C(=O)N1CCc2ccccc21 (configuration not stated)
-123	0.58	0.95	COC(=O)c1ccc(C)c(NC(=O)CCc2cc(OC)c(OC)c(OC)c2)c1
21	-0.53	-0.31	O=c1[nH]cnc2sc(-c3ccccc3)cc12
-46	-1	-1	COC(=O)C(C)N1C(=O)S/C(=C/c2cc(C)n(-c3ccccn3)c2C)C1=O (configuration not stated)
/	-0.05	0.03	COCCNC(=O)CS(=O)Cc1nc(-c2ccc(Cl)cc2)oc1C (configuration not stated)
13	-1.3	-0.91	Cc1ccc(-n2c(C)cc(C(=O)COC(=O)c3ccc[nH]c3=O)c2C)cc1C
/	-0.3	-0.66	O=S(=O)(c1ccccc1)n1ccc2ccccc21
/	2.2	1.7	COc1ccc(C2C(C#N)=C(N)OC3=C2C(=O)CC(C)(C)C3)cc1Cn1cc([N+](=O)[O-])cn1 (configuration not stated)
23	-1.1	-1.1	Cc1nc2c3cc(F)ccc3n(Cc3ccccc3F)c2s1
31	-0.8	-0.79	Cc1nn(CC(=O)c2ccccc2)c(=O)c2nn(-c3ccccc3F)c(C)c12
/	-0.69	-0.28	Cc1cc(C)n2nc(SCC#N)nc2n1
-29	0.77	0.82	CCCn1nnc(NC(=O)c2ccc(OC)cc2)n1
7	1.1	1.3	Cc1ccccc1N(CC(=O)N1CCN(c2ccccc2)CC1)S(C)(=O)=O
60	-0.75	0.28	CC1CCC(C(=O)NC(C(=O)NCCN2CCC(C)CC2)C(C)C)CC1 (configuration not stated)
-25	-0.68	-0.51	O=C(C1CCCO1)N1CCc2ccccc21 (configuration not stated)
-22	0.02	0.18	CC(=O)Nc1ccc(NC(=O)COC(=O)c2c(C)nn(-c3ccccc3)c2C)cc1
/	-0.12	0.56	Cc1ccccc1N1C(=O)c2ccccc2C1Nc1cccnc1 (configuration not stated)
-35	0.27	0.32	Cc1cc(/C=C2/NC(=O)NC2=O)c(C)n1-c1cccnc1
18	/	/	CO/N=C/c1cn(-c2ccc(Cl)cc2)nn1
29	1.2	1.6	CC(C)OC(=O)CC12CN(C)CC(CC(=O)OC(C)C)(CN(C)C1)C2=O
40	0.14	0.7	CN(C)c1ccc(C=C2C(=O)OC(C)(C(C)(C)C)OC2=O)cc1 (configuration not stated)
30	-1.6	-1.5	Cc1ccc(NC(=S)N/N=C/c2c(Cl)cccc2Cl)c(C)c1
9	1.1	1.4	CC(=O)Nc1ccc(-c2nn[nH]n2)cc1Cl
13	2.4	-0.14	Cc1ccc(/C(CSc2nccn2-c2ncc(C(F)(F)F)cc2Cl)=N\O)cc1
12	0.15	0.25	O=C(O)C1CCCCC1C(=O)NCc1ccccc1 (configuration not stated)
-60	2.1	1.4	N#CCCN1CCN(S(=O)(=O)c2ccc(S(=O)(=O)NCc3ccccc3)cc2)CC1
/	-0.66	0.45	CCNc1nc2c(c(=O)[nH]c(=O)n2C)n1CC(C)C
0	2.1	1.6	CC1(C)N=C(N)NC(Nc2ccccc2)=N1
-41	1.7	1.6	O=C(c1cc2ncc(Br)cn2n1)N1CCOCC1
/	-0.27	-0.55	Cc1cc(C)n(-c2ccc(Cl)c(C(=O)Nc3cc(C(F)(F)F)ccc3Cl)n2)n1
-55	2	1.8	Cc1ccnc(N2CCC(C(=O)NCc3ccc4c(c3)OCO4)CC2)n1
/	-0.11	-0.49	CC1CCCCN1c1nnc(NC(=O)c2cc(-c3ccc(Br)cc3)on2)s1 (configuration not stated)
13	-0.39	0.37	CN1CCN(CCC(=O)Nc2ccc(F)c(F)c2)CC1
0	-0.21	-0.22	O=C(NC(=S)Nc1nc2c(s1)CCCC2)c1ccc(C(=O)c2ccccc2)cc1
-19	-0.28	0.95	COc1ccc(CC(=O)Nc2cccc(C(=O)O)c2C)cc1
3	-0.48	-0.47	O=C(NCc1ccco1)c1nc(-c2ccccc2)n(-c2ccccc2)n1
8	1.1	0.52	Cc1cc(C(=O)OCC(=O)c2c(N)n(C)c(=O)n(C)c2=O)c(C)n1-c1ccccc1
20	/	/	COc1cccc(OC)c1C(=O)OCC(=O)NC(=O)NCc1ccccc1
-71	/	/	Cc1ccc(S(=O)(=O)N(C)c2c(C)ccc(S(=O)(=O)NC(C)(C)C)c2C)cc1
-111	0.85	0.58	O=C(NC1CCCC1)C(c1ccccn1)N(C(=O)c1csnn1)C1CCCC1 (configuration not stated)
/	-0.5	-0.55	FC(F)(F)c1cc(-c2cccs2)nc(NCc2ccco2)n1
-121	/	/	CCOC(=O)c1nnn(-c2nonc2N)c1-c1ccccc1Cl
-100	-0.14	-0.28	CCOc1ccc(Cn2c(SCCCCC#N)nc3c2c(=O)n(C)c(=O)n3C)cc1OCC
-7	-0.2	0.15	Cc1ccc(-n2c(C)cc(C(=O)OCC(=O)N(CC(C)C)C3CCS(=O)(=O)C3)c2C)cc1 (configuration not stated)

More structures.
Insulin prom inh	SDO1 yeast rescue Rescue 24 h	SDO1 yeast rescue	Molecule
/	0.42	1	COc1ccc2[nH]c(=O)c(CN(Cc3ccccc3OC)Cc3nnnn3CC3CCCO3)cc2c1 (configuration not stated)
57	0.23	0.83	COc1ccc(C(CC(=O)O)NC(=O)COc2ccccc2OC)cc1OC (configuration not stated)
8	-0.78	-0.09	CN1CC2([N+](=O)[O-])CC=C(Oc3ccccc3)C([N+](=O)[O-])(C1)C2 (configuration not stated)
/	0.61	0.64	COCCn1c(SCC(=O)c2ccc(CNC(C)=O)o2)nc2ccccc2c1=O
37	-1.1	-1.7	O=S1(=O)C=C(Oc2ccc3ccccc3c2)c2ccccc21
26	/	/	O=C(COc1ccc(-c2ccccc2)cc1)N1CCN(C(=O)c2cccs2)CC1
0	-0.12	-0.12	CCOc1ccccc1NC(=O)C12CC3CC(C1)CC(c1ccc(C)cc1)(C3)C2
36	-1	-0.24	Cc1ccc(N2CC(C(=O)Nc3ccc(S(=O)(=O)N4CCCC4)cc3)CC2=O)cc1 (configuration not stated)
-27	-0.44	-0.02	COc1cc(NC(=O)C2CC(=O)NC3=C2C(=O)CC(C)(C)C3)c(OC)cc1Cl (configuration not stated)
-10	-0.85	-1.7	OC(Cn1cncn1)c1ccc(Cl)cc1Cl (configuration not stated)
73*	-0.22	0.03	O=C(Nc1nnc(SCC(=O)N2CCCCC2)s1)C1CCCCC1
/	-1.1	-0.74	Cc1nc2ccccc2n1-c1ccccc1
-30	0.05	-0.5	COc1ccc2nc(NC(=O)CSc3ccccc3)sc2c1
8	2.1	2	COCCn1nnnc1CN(CCCN1CCOCC1)Cc1cc2c(C)ccc(C)c2[nH]c1=O
56	0.67	0.48	COc1ccccc1NS(=O)(=O)c1ccc(C)c(C(N)=O)c1
-18	/	/	O=C(NC1CCCC1)c1ccc([N+](=O)[O-])s1
/	-0.58	0.59	CCOCC(=O)N1CCN(c2ccc([N+](=O)[O-])cc2)CC1
/	-1.4	-1	CC(=O)Nc1ccc(S(=O)(=O)N2CCN(C(=O)CCC3CCCC3)CC2)cc1
27	-0.75	-0.14	O=C(O)CCn1cc(/C=C2/NC(=S)N(c3ccccc3)C2=O)c(-c2ccccc2)n1
/	-0.79	-0.42	COc1cc(/C=N\n2nnnc2N)ccc1OCc1ccc(F)cc1
-26	-1.2	0.17	Brc1c(OCCOCCn2cncn2)ccc2ccccc12
/	2	1.7	COc1ccccc1N(CN1CCCC1=O)C(=O)c1ccccc1F
/	-1.9	-1.6	Oc1ccccc1/C=N/Nc1cc(N2CCCC2)nc(N2CCCC2)n1
14	0.63	0.32	O=C(c1ccccc1)N1CCN(CC2CC=CCC2)CC1 (configuration not stated)
27	-1.3	-1.3	Cc1ccc(CN2CN(S(=O)(=O)c3cccs3)c3nc4ccccc4nc32)cc1
/	2	1.5	O=C(Nc1nccs1)C1CCN(S(=O)(=O)c2cccnc2)CC1
/	-1.3	-0.73	O=C(c1cc2ccccc2cc1OCC(O)CN1CCCCC1)N1CCCCC1 (configuration not stated)
82*	/	/	CC(C)OP(=O)(OC(C)C)C(C)NC(=O)Cc1ccccc1 (configuration not stated)
10	-0.01	0.26	CSC1=NSC2=NC(=O)/C(=C/c3coc4ccccc4c3=O)C(=N)N12
3	0.36	0.3	CCOC(=O)CSc1ncc(-c2ccc([N+](=O)[O-])cc2)[nH]1
-23	/	/	COCCN(Cc1cc2cc(C)ccc2n2nnnc12)C(=S)Nc1ccccc1C
-13	-1.5	-2.1	c1ccc(Nc2ncnc3sc4c(c23)CCC4)cc1
-16	-0.09	-0.45	COc1ccc(N2CCN(Cc3cc4c(cc3O)CCC4)CC2)cc1
-5	0.69	-0.49	C=CCn1c(SCC(=O)Nc2ccc3c(c2)OCO3)nnc1-c1cc(Br)ccc1O
-77	/	/	CCN(CC)C(=O)CSc1nnnn1-c1ccc(F)c(Cl)c1
/	-0.71	-0.62	CSc1nnc(Cn2c(=O)sc3ccccc32)n1-c1cccc(Cl)c1
/	0.35	0.6	OC1CC(c2ccco2)NC2(CCCCC2)C1 (configuration not stated)
-30	0.12	0.48	N#Cc1ccsc1NC(=O)CN1CCN(S(=O)(=O)c2ccc3ccccc3c2)CC1

Entries of single compounds from above. Order of screens: Insulin prom inh	SDO1 yeast rescue Rescue 24 h	SDO1 yeast rescue
`O=C(Nc1nccs1)C1CCN(S(=O)(=O)c2cccnc2)CC1` is entered as /	2	1.5
`COc1ccccc1N(CN1CCCC1=O)C(=O)c1ccccc1F` is entered as /	2	1.7
`c1ccc(Nc2ncnc3sc4c(c23)CCC4)cc1` is entered as -13	-1.5	-2.1

Looked up one by one from the list above:
Insulin prom inh	SDO1 yeast rescue Rescue 24 h	SDO1 yeast rescue	Molecule
13	-1.3	-0.91	Cc1ccc(-n2c(C)cc(C(=O)COC(=O)c3ccc[nH]c3=O)c2C)cc1C
-77	/	/	CCN(CC)C(=O)CSc1nnnn1-c1ccc(F)c(Cl)c1
-121	/	/	CCOC(=O)c1nnn(-c2nonc2N)c1-c1ccccc1Cl
-27	0.29	-1.1	CCn1cc([N+](=O)[O-])c(C(=O)Nc2nc(-c3ccc(C)cc3)c(C)s2)n1
-21	1.1	0.73	O=C(O)C1CCCCC1C(=O)NCCCc1ccccc1 (configuration not stated)

Of the compounds above, three contain a CF3 group:
Insulin prom inh	SDO1 yeast rescue Rescue 24 h	SDO1 yeast rescue	Molecule
13	2.4	-0.14	Cc1ccc(/C(CSc2nccn2-c2ncc(C(F)(F)F)cc2Cl)=N\O)cc1
/	-0.27	-0.55	Cc1cc(C)n(-c2ccc(Cl)c(C(=O)Nc3cc(C(F)(F)F)ccc3Cl)n2)n1
/	-0.5	-0.55	FC(F)(F)c1cc(-c2cccs2)nc(NCc2ccco2)n1

Some of the compounds tested (hit frequency here may not be typical).
